Compound activity from PubChem.
mIDH1 inhibitor: human IDH1 R132H inhibition; hit rate 0.093% among 390,000; IDH1-R132H enzyme, NADPH consumption, diaphorase/resazurin fluorescence; Potency, µM (series often up to 76.6 µM), without a hit: at the highest dose activity change, negative = inhibition, hits mostly inhibitors; AID 602179; also: potency is read from the fitted curve at half-maximal effect; % is scaled to controls: 0 for no effect and ±100 for the full control effect; nearly all actives have a fitted effect of over 65% in size
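IDH1-R132H (0.5 ug/mL dispensed) in pH 7.5 Tris buffer was preincubated 30 min with compound, then given a substrate mix of 0.016 mM NADPH and 2 mM alpha-KG for 80 min at room temperature; remaining NADPH was read by diaphorase/resazurin fluorescence.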
PI4K2A block: inhibitors of human PI4K2A | hit rate 0.13% among 420,000 | AID 1346378 | activity change, negative = inhibition, % at 76.9 µM | Q9BTU6 | purified PI4K2A, ADP-Glo luminescence, 1 h; active compounds read low; in the data active = activity change below about -50%; inconclusive = mostly about -30% to -49%;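 also: -100% = wells without enzyme as full effect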
Target sequence (Q9BTU6 whole entry, looked up): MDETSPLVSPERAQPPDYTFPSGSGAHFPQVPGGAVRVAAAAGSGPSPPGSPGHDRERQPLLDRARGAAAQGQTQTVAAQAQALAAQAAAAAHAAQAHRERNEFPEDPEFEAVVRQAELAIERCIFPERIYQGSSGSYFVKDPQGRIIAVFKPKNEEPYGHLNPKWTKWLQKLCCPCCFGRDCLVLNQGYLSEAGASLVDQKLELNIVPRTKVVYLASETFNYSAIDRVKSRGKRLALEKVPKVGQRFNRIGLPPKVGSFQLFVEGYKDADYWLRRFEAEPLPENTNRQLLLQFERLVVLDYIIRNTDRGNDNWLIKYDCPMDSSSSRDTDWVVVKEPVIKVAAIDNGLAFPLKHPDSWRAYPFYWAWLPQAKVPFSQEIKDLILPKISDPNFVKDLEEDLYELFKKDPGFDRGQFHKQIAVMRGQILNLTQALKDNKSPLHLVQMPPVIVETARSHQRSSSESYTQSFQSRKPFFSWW
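Compounds are screened against recombinant PI4K2A using PI as substrate and ATP, the latter dispensed at 300 microM. Reactions run one hour at ambient temperature before ADP-Glo detection; full inhibition defined by wells lacking enzyme.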
TRHR enhancer: allosteric enhancers of human TRH receptor; P34981; TRHR cells, fluo-8 calcium fluorescence, EC20 TRH enhancement; enhancement, % at 2 µM; hit rate 0.66% among 360,000; in the data active = enhancement above about 30%; also: 0% is about no effect
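Enhancer read-out: after compound pinning and an initial kinetic agonist-mode read, an EC20 of TRH (10 nM final) was injected and fluo-8 calcium signal (Ex 480/Em 530) followed at 1 s/cycle for 100 cycles in TRHR-expressing cells.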
USP1 inh: inhibitors of human USP1/UAF1 deubiquitinase. O94782. recombinant USP1/UAF1, Ub-Rhodamine cleavage fluorescence. Potency, µM (titrated, usually from 57.1 µM), for the others: at the top dose activity change, negative = inhibition, hits mostly inhibitors. hit rate 0.23% among 390,000. AID 743255; also: potency is read from the fitted curve at half-maximal effect; % is scaled to controls: 0 for no effect and ±100 for the full control effect; nearly all actives have a fitted effect of over 60% in size; inactives centre near -12
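USP1/UAF1 complex (1 nM) preincubated 15 min at room temperature with compound, then Ub-Rho substrate (150 nM final) added. Kinetic fluorescence at 480/540 nm over 6 reads at 60 s intervals; 50 mM HEPES pH 7.8, 0.5 mM EDTA, 0.1 mg/ml BSA, 1 mM TCEP, 0.01% Tween-20.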
TrxR1 inh: blocks rat thioredoxin reductase 1. O89049. recombinant rTrxR1, NADPH fluorescence consumption, selenite substrate. Potency, µM (top dose mostly 114 µM), for inactives: at the highest dose activity change, negative = inhibition, usual class: inhibitors. hit rate 1% among 390,000. AID 588453; also: potency is read from the fitted curve at half-maximal effect; % is scaled to controls: 0 for no effect and ±100 for the full control effect; nearly all actives have a fitted effect of over 65% in size
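Rat TrxR1 (90 nM in the dispensed reagent) was pre-reduced with 400 uM NADPH for 5 min at room temperature, then incubated with compound for 15 min. After 400 uM selenite was added, NADPH fluorescence (Ex 340/Em 450 nm) was followed for 8 min.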
TRHR agonist: TRH receptor (human) agonism | P34981 | activation, % at 2 µM | TRHR cells, calcium flux fluo-8, FDSS agonist mode | hit rate 0.18% among 360,000; in the data active = activation above about 30%; also: 0% is about no effect
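In this calcium-flux screen, cells bearing human TRHR are dye-loaded with fluo-8, baselined for 10 cycles, then exposed to library compounds; positive kinetic calcium responses during the agonist phase mark hits, with TRH as control.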
D2 antagonist: antagonists of human D2 dopamine receptor; HEK293 TREx D2 cells, calcium flux, dopamine EC80; hit rate 2% among 340,000; P14416; inhibition, % at 10 µM; in the data active = inhibition above about 30%; also: 0% is about no effect
Target sequence (P14416 whole entry, looked up): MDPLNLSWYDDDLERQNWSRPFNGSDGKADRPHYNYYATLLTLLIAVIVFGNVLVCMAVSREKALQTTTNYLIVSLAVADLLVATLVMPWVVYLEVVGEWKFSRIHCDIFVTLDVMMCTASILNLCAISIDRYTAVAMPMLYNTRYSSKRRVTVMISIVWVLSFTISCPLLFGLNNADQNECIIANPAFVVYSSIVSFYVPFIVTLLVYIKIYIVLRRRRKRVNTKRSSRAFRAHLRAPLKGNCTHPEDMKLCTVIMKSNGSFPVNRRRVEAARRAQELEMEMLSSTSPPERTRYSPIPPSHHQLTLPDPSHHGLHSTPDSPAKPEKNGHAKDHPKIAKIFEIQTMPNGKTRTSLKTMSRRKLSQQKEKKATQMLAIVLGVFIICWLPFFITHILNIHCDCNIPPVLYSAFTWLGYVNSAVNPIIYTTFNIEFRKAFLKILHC
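Tetracycline-induced HEK293 T-REx cells expressing D2 force-coupled to calcium signalling were dye-loaded, exposed to compound for 180 s, then challenged with an EC80 of dopamine; calcium flux was followed kinetically for a further 180 s.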
D2 ag: agonists of human D2 dopamine receptor | HEK293 T-REx D2 cells, calcium flux agonist mode | activation, % at 2 µM | hit rate 0.53% among 340,000;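 active = activation over 3 SD above normal in the single-dose calcium agonist read, cut at about 30% in these data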; also: 0% is about no effect
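Calcium-flux readout, 1 cycle/sec over 180 s following compound pin transfer, in inducible HEK293 Trex D2 cells (force-coupled); dopamine controls included. Positive calcium responses during this window marked compounds as potential agonists.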
TrxR1 substrate: rat thioredoxin reductase 1 substrate activity. O89049. purified TrxR1 substrate turnover, NADPH consumption readout. Potency, µM (titrated, usually from 114 µM), for inactives: at the highest dose activity change, negative = substrate turnover. AID 588456. hit rate 0.01% among 390,000; also: potency is read from the fitted curve at half-maximal effect; % is scaled to controls: 0 for no effect and ±100 for the full control effect; nearly all actives have a fitted effect of over 50% in size
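Rat TrxR1, dispensed at 90 nM, was prereduced with 400 uM NADPH (final) for 5 min at ~22 deg C, then incubated with compound 15 min before 400 uM selenite. A first-read NADPH fluorescence drop versus no-compound background flagged substrates.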
* marks the source's active call; other numbers are inactive results; ? = inconclusive; . = not tested or not shown; & = joins results of further samples; [ ] = dose if it differs, or a comment. Unless noted, calls follow the shape of the dose curve; as a rule, active = well fitted inhibition curve with a large enough effect; inconclusive = small, poorly fitted or top-dose-only effect; inactive = no such curve, though single readings can be large or run the other way.

(1) O=C(NCC1CCCCC1)c1cc(S(=O)(=O)N2CCOCC2)ccc1F
(2) Cc1ccc(NC(=O)c2cc(S(=O)(=O)N(C)C)ccc2N2CCCC2)cc1F
(3) COc1ccc(CCSc2nnc(C3CCCCC3)n2N)cc1
(4) CCOC(=O)Cn1c(=O)n(CC2CCCO2)c2nc(-c3ccc(C)cc3)nc(C(N)=O)c21 (configuration not stated)
(5) Cc1ccc(S(=O)(=O)N2CCC(C(=O)OCC(=O)N3CCC(C)CC3)CC2)cc1C
(6) COc1cccc(NC(=O)CSc2nc3ccccc3c(=O)n2CCCC(=O)N2CCCC2)c1
(7) COCCOC(=O)c1c(C)nc(SCC(=O)Nc2ccc(OC)cc2)c(C#N)c1-c1ccco1
(8) Cc1ccc(S(=O)(=O)Nc2nnc(C(C)(C)C)s2)cc1
Screen / compound no.	1	2	3	4	5	6	7	8
TrxR1 inh	10%	6%	-2%	-5%[57.1 µM]	-5%	14%	1%	17%
TRHR agonist	0.4	0.0	-0.8	-0.6	-0.9	-1.0	0.5	-0.6
TrxR1 substrate	5%	-4%	-6%	19%[57.1 µM]	-4%	5%	-2%	0%
USP1 inh	-8%	-19%	-4%	-26%	-14%	-15%	-25%	-21%
PI4K2A block	-4	-5	-2	-2	5	0	-17	-4
D2 ag	1.2	-1.3	0.5	-0.3	0.6	2.3	0.9	0.0
TRHR enhancer	6	-11	4	1	-5	-9	-4	-1
D2 antagonist	18	-8	-12	.	0	29	12	-8
mIDH1 inhibitor	3%	-1%	4%	12%	10%	4%	1%	-5%

From entry 7 as far as 8, copied from above:
(7) COCCOC(=O)c1c(C)nc(SCC(=O)Nc2ccc(OC)cc2)c(C#N)c1-c1ccco1
(8) Cc1ccc(S(=O)(=O)Nc2nnc(C(C)(C)C)s2)cc1
Screen / compound no.	7	8
TrxR1 inh	1%	17%
TRHR agonist	0.5	-0.6
TrxR1 substrate	-2%	0%
USP1 inh	-25%	-21%
PI4K2A block	-17	-4
D2 ag	0.9	0.0
TRHR enhancer	-4	-1
D2 antagonist	12	-8
mIDH1 inhibitor	1%	-5%

Carrying on.
(9) Cc1ccc(C(=O)n2cnnc2N)cc1
(10) CCn1c(SCC(=O)Nc2ccc(C)cc2)nc2nc3c(cc2c1=O)COC(C)(C)C3
(11) O=S(=O)(c1cccs1)N1CN(Cc2cccs2)c2nc3ccccc3nc21
(12) O=C(Cc1ccc(Cl)cc1)Nc1ccccc1N1CCN(C(=O)c2ccccc2)CC1
(13) O=C(Nc1ccccc1[N+](=O)[O-])c1nc[nH]c1C(=O)NCCO
(14) O=[N+]([O-])c1cc(-c2nc(-c3ccccc3)no2)ccc1N1CCCC1
(15) COC(=O)c1ccccc1NC(=S)N1CCOCC1
(16) Nc1ccc(-n2cc(-c3ccccc3)[nH]c2=S)cc1
Screen / compound no.	9	10	11	12	13	14	15	16
TrxR1 inh	-1%	-25%	-12%	24%	11%[57.1 µM]	10%	15%	-13%
TRHR agonist	0.0	-0.5	-0.5	0.5	-0.4	0.1	0.6	0.6
TrxR1 substrate	-3%	?	0%	3%	-1%[57.1 µM]	4%	-4%	0%
USP1 inh	-15%	-7%	-26%	?	-2%	-21%	0%	-16%
PI4K2A block	18	7	-16	-4	2	0	-2	0
D2 ag	-0.1	1.6	0.9	0.3	0.6	-1.0	0.8	0.7
TRHR enhancer	-4	-4	-4	-11	-1	-1	0	8
D2 antagonist	6	1	-11	-2	-8	.	-6	11
mIDH1 inhibitor	-3%	0%	15%	-4%	6%	-1%	6%	0%

(17) Cn1c(N)c(C(=O)COC(=O)C2CC(=O)N(Cc3ccccc3)C2)c(=O)n(C)c1=O (configuration not stated)
(18) O=C(NCc1cccnc1)C(=O)NCC1OCCN1S(=O)(=O)c1ccc(F)cc1 (configuration not stated)
(19) CN(C)CCNC(=O)/C=N/O
(20) CC1CCCC(NC(=O)c2nn(C)c3c2CS(=O)(=O)c2ccccc2-3)C1C (configuration not stated)
(21) Cc1cccc2cc3c(nc12)-c1ccccc1C3=O
(22) COc1ccc(C(CNC(=O)COc2cc(C)c(Cl)c(C)c2)N2CCCCC2)cc1 (configuration not stated)
(23) COC(=O)c1cc2oc(C)cc2n1CC(=O)Nc1ccc(C)c(C)c1
(24) NC(=O)CSc1nnc(-c2ccco2)n1N
Screen / compound no.	17	18	19	20	21	22	23	24
TrxR1 inh	13%	5%[57.1 µM]	11%	4%	7%	8%&15%	-6%[57.1 µM]	9%
TRHR agonist	0.1	-1.5	0.4	0.5	0.1	-0.7&-0.3	0.7	0.4
TrxR1 substrate	2%	4%[57.1 µM]	-3%	-2%	0%	-10%&-2%	1%[57.1 µM]	9%
USP1 inh	-23%	-17%	-6%	-21%	-26%	-11%&-17%	-11%	-8%
PI4K2A block	-1	-1	-6	0	-4	7&-1	7	4
D2 ag	-0.4	-0.8	-1.0	1.7	-2.2	0.0&-1.0	3.4	0.2
TRHR enhancer	-2	5	3	-23	-9	7&3	-4	2
D2 antagonist	-7	-3	13	5	7	-9	13	2
mIDH1 inhibitor	7%	-1%	0%	-2%	1%	3%&16%	0%	4%

(25) COc1ccccc1OCC(=O)N1CCCC(Nc2ccc(C)c(C)c2)C1 (configuration not stated)
(26) Cc1ccc(S(=O)(=O)NN2C(=O)c3ccccc3NC2c2ccccc2O)cc1 (configuration not stated)
(27) NNc1ncnc2c1cnn2-c1ccccc1
(28) CCOc1ccc(/C=C/C2=Cc3c(sc(NC(=O)CSc4n[nH]c(N)n4)c3C#N)C(C)(C)C2)cc1
(29) Cc1cc(C)c(S(=O)(=O)NCC(c2ccco2)N2CCN(c3ccccc3)CC2)c(C)c1 (configuration not stated)
(30) CCOc1ccc2nc(N(CCN(CC)CC)C(=O)c3cccc([N+](=O)[O-])c3)sc2c1
(31) Cc1cc(N2C(=O)c3ccc(C(=O)Nc4ccc(O)cc4C(=O)O)cc3C2=O)no1
(32) CCOC(=O)c1sc2cc([N+](=O)[O-])cc(SCC(=O)OC)c2c1N
Screen / compound no.	25	26	27	28	29	30	31	32
TrxR1 inh	-15%	1%[57.1 µM]	-10%	?	9%[57.1 µM]	0%	0%	-14%
TRHR agonist	1.3	1.6	-0.1	19	0.2	-0.3	0.1	13
TrxR1 substrate	-8%	10%[57.1 µM]	-3%	-10%	1%[57.1 µM]	-3%	-4%	-4%
USP1 inh	-5%	-20%	-6%	?	-7%	-1%	-12%	-19%
PI4K2A block	-1	-1	-20	-5	2	-11	5	-2
D2 ag	0.4	-0.1	0.0	7.8	1.4	-0.2	-0.3	1.0
TRHR enhancer	-11	2	-9	14	-9	-4	0	-3
D2 antagonist	22	-3	31*	-35	.	0	-8	-1
mIDH1 inhibitor	7%	-7%	13%	-1%	1%	-9%	-4%	3%

(33) CCSc1nnc(NC(=O)c2nn(C(C)C)c(=O)c3ccccc23)s1
(34) CC(C)=CCCC1(C)C=Cc2c(ccc3c2[nH]c2cc(O)c(C)cc23)O1 (configuration not stated)
(35) CC1CCCN(C(=O)C2CCN(S(=O)(=O)c3cccc4cccnc34)CC2)C1 (configuration not stated)
(36) CCC(CC)C(=O)Nc1ccc(OCc2cc(=O)n3ccc(C)cc3n2)cc1
(37) CCOc1ccc(N/C(C)=C\C(=O)c2ccc3c(c2)OCCO3)cc1
(38) COc1ccc2c(c1)c(C(=O)CN1CCC3(CC1)OCCO3)c(C)n2C
(39) O=C(CNC(=O)c1ccccc1F)NCCCN1CCCC1=O
(40) CC(=O)N1CCc2cc(C(=O)CN3CCN(c4ccccc4F)CC3)ccc21
Screen / compound no.	33	34	35	36	37	38	39	40
TrxR1 inh	-12%	15%	-9%	5%[57.1 µM]	6%[57.1 µM]	-19%	14%	?
TRHR agonist	0.0	0.0	0.1	-0.1	-1.4	0.0	2.0	-0.1
TrxR1 substrate	-10%	-5%	-7%	2%[57.1 µM]	-2%[57.1 µM]	-2%	7%	2%[57.1 µM]
USP1 inh	-18%	-22%	-1%	-1%	-10%	-13%	2%	-16%
PI4K2A block	8	5	2	-3	1	-1	1	-3
D2 ag	-0.4	-0.3	0.9	.	0.2	-0.6	0.2	-0.4
TRHR enhancer	0	26	-3	-4	3	-4	-5	-1
D2 antagonist	-5	-8	-7	.	9	11	16	-5
mIDH1 inhibitor	3%	-2%	-6%	6%	-1%	2%	1%	-4%

(41) COc1cc2c(cc1OC)C(COc1ccc(F)cc1)N(C(=O)c1ccco1)CC2 (configuration not stated)
(42) CCOC(=O)c1sc(NC(=O)CSc2nc(C)cc(C(F)(F)F)n2)c(C#N)c1C
(43) Cc1ccc(-c2nnc(Nc3ccc(O)cc3)c3ccccc23)cc1S(=O)(=O)NCCO
(44) O=C(c1ccc(COc2ccccc2Br)cc1)N1CCCCCC1
(45) O=C(O)c1c[nH]ccc1=O
Screen / compound no.	41	42	43	44	45
TrxR1 inh	?	?	5%	6%	-6%
TRHR agonist	0.5	0.1	-1.6	0.2	-0.1
TrxR1 substrate	-9%	1%	-3%	-5%	-10%
USP1 inh	-4%	-25%	-22%	-7%	-5%
PI4K2A block	-3	8	3	4	2
D2 ag	0.5	-0.1	-1.3	.	-0.4
TRHR enhancer	-3	19	8	-10	-2
D2 antagonist	-21	3	-13	.	-12
mIDH1 inhibitor	-3%	9%	12%	7%	0%

One compound at a time, as listed above. Values in the order: TrxR1 inh	TRHR agonist	TrxR1 substrate	USP1 inh	PI4K2A block	D2 ag	TRHR enhancer	D2 antagonist	mIDH1 inhibitor
Cc1ccc(S(=O)(=O)Nc2nnc(C(C)(C)C)s2)cc1 in the list: 17%	-0.6	0%	-21%	-4	0.0	-1	-8	-5%
O=C(Cc1ccc(Cl)cc1)Nc1ccccc1N1CCN(C(=O)c2ccccc2)CC1 in the list: 24%	0.5	3%	?	-4	0.3	-11	-2	-4%
O=[N+]([O-])c1cc(-c2nc(-c3ccccc3)no2)ccc1N1CCCC1 in the list: 10%	0.1	4%	-21%	0	-1.0	-1	.	-1%

This is a random part of the collection. About 3.9% of those tested had a hit in this group.
